PDI turbidity = PDI (human) enzyme inhibition; P07237; PDI insulin aggregation turbidity, A650, 90 min; inhibition, % at 10 µM; 350,000 tested, 0.052% active; AID 588391;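 active means mean inhibition across replicates of 30% or more, whatever share of single replicates reach that level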;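 further: absorbance from insulin aggregation driven by PDI reduction with DTT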
CaV13 FRET inh = Disruptors of the CACNA1D IQ motif to Ca2+-dependent inactivation inhibitor domain association, primary screening, Förster resonance energy transfer in intact living …; HEK cells, CFP/YFP FRET ICDI-IQ, plate reader, 10 min; percent FRET-ratio fall versus neutral wells; inhibition, % at 12.3 µM; 340,000 tested, 0.098% active; AID 743397;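 active means mean replicate inhibition of at least 30% and at least 1% of replicates passing that level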;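 further: 0% = median of the neutral control wells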
HTR2A ag = agonists of mouse serotonin 5-HT2A receptor (HTR2A); P35363; CHO-K1 mHTR2A beta-arrestin complementation, luminescence; percent of 30 µM serotonin response; activation, % at 7.6 µM; 360,000 tested, 0.66% active; AID 624169;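 active means activation above a run cutoff, the mean activation of all tested compounds plus 3 SD, cut at about 14% in these data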;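 further: 0% = plate median of compound wells and 100% = 30 µM serotonin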
Glyco luc inh = blocks N-linked glycosylation in D54 reporter cells; D54 ERlucT glycosylation luciferase reporter, 24 h; percent of 100 nM tunicamycin response; reporter increase, % at 12.5 µM; 360,000 tested, 0.23% active;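 active means mean luciferase reporter signal, scaled so untreated is 0 and the glycosylation-blocking control 100, at or above a set limit in every replicate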;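 further: luciferase carries N-glycosylation sites so blocking glycosylation raises the light; 0% = median of neutral control wells and 100% = median of 100 nM tunicamycin wells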
ABCB6 inh MLPCN = human ABCB6 transporter inhibition | Q9NP58 | K562-ABCB6 porphyrin accumulation, flow cytometry, 1 h; stronger effect = lower value | fluorescence ratio to DMSO, % at 10 µM | 360,000 tested, 0.19% active;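 active means fluorescence ratio to DMSO below 75%, the collection mean minus 3 SD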;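 further: signal is porphyrin accumulated inside mitochondria; 100% equals median channel fluorescence of DMSO control wells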
Target sequence (Q9NP58 whole entry, looked up): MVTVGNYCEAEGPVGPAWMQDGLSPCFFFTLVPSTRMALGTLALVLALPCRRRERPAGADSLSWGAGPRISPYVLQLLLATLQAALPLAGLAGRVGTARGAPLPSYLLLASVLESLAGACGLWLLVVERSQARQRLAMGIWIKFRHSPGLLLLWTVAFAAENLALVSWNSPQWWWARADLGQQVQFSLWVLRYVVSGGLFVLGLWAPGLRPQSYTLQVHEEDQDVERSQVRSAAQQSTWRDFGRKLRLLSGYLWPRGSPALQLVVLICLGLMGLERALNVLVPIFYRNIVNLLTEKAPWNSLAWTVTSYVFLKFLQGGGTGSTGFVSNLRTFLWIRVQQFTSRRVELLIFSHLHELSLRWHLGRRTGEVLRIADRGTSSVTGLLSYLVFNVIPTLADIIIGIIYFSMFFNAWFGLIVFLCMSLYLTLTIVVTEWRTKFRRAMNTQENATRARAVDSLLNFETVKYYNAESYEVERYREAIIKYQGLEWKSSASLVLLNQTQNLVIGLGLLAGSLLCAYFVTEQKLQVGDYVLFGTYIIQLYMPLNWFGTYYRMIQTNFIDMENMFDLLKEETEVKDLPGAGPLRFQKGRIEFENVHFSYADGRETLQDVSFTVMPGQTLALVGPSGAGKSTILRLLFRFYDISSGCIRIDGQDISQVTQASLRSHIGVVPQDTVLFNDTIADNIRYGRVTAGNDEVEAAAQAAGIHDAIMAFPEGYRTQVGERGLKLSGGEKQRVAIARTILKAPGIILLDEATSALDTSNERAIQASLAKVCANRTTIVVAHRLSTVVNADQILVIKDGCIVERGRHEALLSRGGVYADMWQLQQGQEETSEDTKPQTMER
MC4R antag cAMP = human MC4R antagonism in cAMP assay; P32245; MC4R-expressing cells, MTII-stimulated cAMP, LANCE TR-FRET; inhibition, % at 6.5 µM; 360,000 tested, 0.48% active;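 active means inhibition above its plate's cutoff, the mean of tested wells on that plate plus 3 SD, cut at about 29% in these data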;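 further: 0% = Melanotan II alone and 100% = Melanotan II plus saturating MCL0020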
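System: U2OS-MC4R stable cell line; Technique: Eu-cAMP/anti-cAMP TR-FRET, emission 671 nm; Repeats: single well per compound; Also added: Melanotan II; Dosing: one concentration, 6.5 µM nominal; Schedule: 30-min compound, 1-h challenge, 1-h detection, room temperature.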
ABHD5 PLIN5 PPI = inhibitors of human ABHD5-perilipin-5 interaction; 360,000 tested, 0.78% active; Split G. princeps luciferase complementation, luminescence, 4 h; inhibition, % at 4 µM;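 active means inhibition above the mean inhibition across every tested compound plus 3 SD, cut at about 22% in these data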;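 further: 0% = DMSO only wells and the 100% control is not disclosed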
Granule exo inh = blocks lytic granule exocytosis; TALL-104 LAMP-1 surface exposure, flow cytometry; cells stimulated with thapsigargin and PMA; 360,000 tested, 0.66% active; inhibition, % at 10 µM;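 active means inhibition above about 55%, limit read from the data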
MC4R ag barr = human MC4R agonism via beta-arrestin | P32245 | U2OS MC4R beta-arrestin complementation, luminescence; percent of melanotan II response, DMSO zero | activation, % at 8.9 µM | 360,000 tested, 0.98% active | AID 540308;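 active means activation above a per-plate cutoff, the mean activation of sample wells on that plate plus 3 SD, cut at about 8% in these data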
H9c2 protect = protects H9c2 cardiomyocytes from peroxide injury; 360,000 tested, 0.63% active; H2O2 injury protection, ATPLite, 2 h; protection from H2O2 cell death, % at 20 µM;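 active means compounds giving at least 50% protection of heart cells from peroxide-induced death in the single-dose screen, raw or plate-pattern-corrected value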;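 further: 0% = DMSO wells with peroxide and 100% = DMSO wells without peroxide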
Numbers without * were called inactive; . = not tested or not shown. Random draw from the library (roughly 4.2% active in at least one column).

SMILES | PDI turbidity | CaV13 FRET inh | HTR2A ag | Glyco luc inh | ABCB6 inh MLPCN | MC4R antag cAMP | ABHD5 PLIN5 PPI | Granule exo inh | MC4R ag barr | H9c2 protect
O=C(c1ccc(Br)o1)N1CCC(c2nc3ccccc3[nH]2)CC1 | -8 | -6 | -1 | 3 | 96 | 3 | 13 | -2 | -1.6 | 8
C/C(=N\Nc1ccccc1[N+](=O)[O-])c1ccccc1O | -8 | -6 | 2 | -2 | 99 | -6 | 7 | -8 | 2.5 | 8
COc1cccc(CN2CCN(Cc3nc(-c4cccc(F)c4F)oc3C)CC2=O)c1 | 14 | 6 | 1 | 2 | 91 | 5 | 6 | 0 | -1.4 | 0
CC(=O)C1=C(C)N2CCN=C2S1 | -4 | -5 | 3 | 3 | 98 | 12 | 8 | -3 | 2.0 | -1
OCCNc1nc2ccccc2n1-c1ccccc1 | 3 | -4 | -3 | 2 | 92 | 4 | -10 | 0 | -2.7 | 3
Cc1cccc(NC2=NC(=S)N(CC#N)C23CCCCC3)c1 | -4 | -5 | -1 | 2 | 99 | 4 | -6 | 2 | -1.0 | 4
COc1ccc(/C=C/C(=O)N(CC(C)C)C2CCS(=O)(=O)C2)cc1 (centres undefined) | -2 | -6 | 3 | -1 | 95 | 8 | -4 | -5 | -1.6 | 11
COc1cc2c(cc1OC)C(C(=O)Nc1ccc3c(c1)OCCO3)C(c1cccnc1)N(C)C2=O (centres undefined) | 1 | . | -1 | 1 | 98 | -1 | -4 | -1 | -0.4 | 11
COc1c(O)cc2oc(-c3ccc(O)cc3)cc(=O)c2c1O | -10 | -11 | -12 | -12 | 96 | -20 | -4 | 8 | -0.9 | -7
Cc1ccc([C@@H]2CC(=O)[C@@H]3CN(S(=O)(=O)c4ccc(C)cc4)[C@H](c4ccccc4F)C[C@@H]3N2S(=O)(=O)c2ccc(Cl)cc2)cc1 | . | -5 | -6 | -5 | 103 | . | 3 | 0 | . | 3
COc1ccc(C)cc1-n1nnnc1SCC1CCCO1 (centres undefined) | 1 | . | 1 | 1 | 99 | 7 | -5 | -5 | 0.4 | 4
COc1ccc(CCC(=O)OCC(=O)NCc2ccccc2)cc1 | -4 | -4 | 6 | 1 | 102 | 0 | -6 | -3 | -1.1 | 0
CCc1[nH]nc2c1C(c1ccc(Br)s1)C(C#N)=C(N)O2 (centres undefined) | -16 | . | -1 | 13 | 96 | -12 | 10 | 2 | -2.9 | 5
CCOc1ccccc1C(=O)NC1CC2CCCC(C1)N2C1CC1 (centres undefined) | 7 | -5 | -2 | 1 | 98 | 4 | -5 | -2 | -1.3 | 3
COc1ccc(N=c2ssnc2Cl)cc1 | 4 | . | -1 | 2 | 106 | 16 | 0 | 2 | 0.2 | 1
O=S(=O)(c1cccc(S(=O)(=O)N2CCCC2)c1)c1cccc(S(=O)(=O)N2CCCC2)c1 | -10 | -8 | 5 | -2 | 95 | 7 | 12 | 10 | -0.7 | -11
CCC(C)[C@H](NC(=O)[C@@H]1CSC2c3ccccc3C(=O)N21)C(=O)NC1CCCC1 (some centres undefined) | -4 | -14 | -6 | -1 | 105 | 14 | -9 | -10 | -1.2 | 1
O=C(CN1c2cccc3cccc(c23)S1(=O)=O)NCc1ccc(Cl)cc1 | -3 | -5 | 3 | 3 | 102 | 5 | 6 | 3 | 0.2 | -8
CCC(C)NC(=O)CSc1ccc(S(=O)(=O)N(C)C2CCCCC2)cn1 (centres undefined) | -1 | -2 | -2 | -2 | 95 | 7 | -10 | -2 | 0.4 | -8
CC(NC(=O)c1cccs1)c1ccc2c(c1)OCO2 (centres undefined) | 9 | . | -3 | -3 | 98 | 0 | -11 | 0 | -1.4 | 10
Cc1ccc(NC(=O)[C@H](C)NC(=O)C2CCN(C(=O)[C@@H](N)C(C)C)CC2)cc1 | -5 | -18 | 2 | 0 | 106 | 6 | 9 | -2 | 1.3 | 4
CC(=O)c1sc(Nc2nc3ccc(F)cc3s2)nc1C | -9 | . | -8 | . | 94 | 4 | 0 | 0 | -4.1 | -25
CCn1cc(C(=O)NCc2ccco2)c(=O)c2ccc(C)nc21 | 1 | -4 | 4 | 2 | 89 | 4 | -4 | -6 | 0.8 | 1
CCC(=O)Nc1cccc(C(=O)c2ccccc2)c1 | -3 | . | -1 | -1 | 99 | -1 | 3 | 2 | 0.2 | 7
Cc1cc(NC(=O)c2cccc(S(=O)(=O)N3CCCC3)c2)no1 | 11 | -3 | -3 | 0 | 97 | 1 | -4 | 3 | -4.7 | -7

Next part
SMILES | PDI turbidity | CaV13 FRET inh | HTR2A ag | Glyco luc inh | ABCB6 inh MLPCN | MC4R antag cAMP | ABHD5 PLIN5 PPI | Granule exo inh | MC4R ag barr | H9c2 protect
O=[N+]([O-])c1ccccc1SNc1ccccc1 | -4 | -16 | -3 | -1 | 94 | -4 | 1 | -1 | 4.6 | -9
CNc1ccc(SC#N)cc1 | 0 | 2 | 8 | 2 | 102 | 18 | -18 | 20 | 1.9 | 3
CCn1c(=S)sc2c(=O)n(CC(=O)Nc3ccc(OC)c(Cl)c3)c(C)nc21 | -14 | -5 | -1 | 3 | 96 | -2 | 5 | -6 | 1.9 | -4
O=C1CN(C(=O)c2cc3ccccc3oc2=O)C(c2ccc(F)cc2)c2cc(F)ccc2N1 (centres undefined) | -9 | -6 | 0 | -1 | 100 | 13 | 7 | -1 | -1.5 | 0
S=C1NC2=C(CCC/C2=C\c2ccccc2)C(c2ccccc2)N1 (centres undefined) | 16 | -6 | -1 | 3 | 99 | 18 | -6 | -4 | 0.1 | -4
CC[C@H](C)C(N)c1cn(C(CCCN=C(N)N)C(=O)N2CCNCC2)nn1 (some centres undefined) | 5 | -6 | 0 | 0 | 99 | 5 | -3 | 16 | -1.2 | -4
CNc1nc(SC)nc2ccsc12 | 9 | . | -6 | 2 | 99 | 6 | 3 | -2 | -1.3 | -1
CC(OC(=O)CSCC(=O)Nc1ccc(Cl)cc1)C(=O)N(C)Cc1ccccc1 (centres undefined) | -39 | -12 | 0 | 1 | 98 | 11 | 6 | -16 | -4.4 | -5
CCOC(=O)c1cc(C#N)c(SCC(N)=O)[nH]c1=O | -1 | -3 | 7 | 1 | 95 | 0 | -11 | 4 | -1.5 | -1
Nc1cc(OC(=O)c2c(F)cccc2Cl)nn1S(=O)(=O)c1ccccc1 | -1 | -11 | -2 | 3 | 93 | 4 | 10 | 41 | -0.8 | -4
Nc1c(C(=O)c2ccc(Cl)cc2)sc2nc3c(cc12)CCC3 | -7 | -3 | 1 | -8 | 101 | -4 | 2 | 0 | -0.4 | -5
O=C1NC2(CCCCC2)C(=O)N1c1ccc(Cl)cc1 | -1 | -9 | -2 | -1 | 100 | 0 | -2 | 2 | -1.1 | 7
CC(=O)c1c(C)nn(CC(O)COc2ccc3ccccc3c2)c1C (centres undefined) | 3 | -2 | -4 | -1 | 94 | 7 | -1 | -2 | -2.2 | -8
O=C(NC(=S)NC(c1ccccc1)c1ccncc1)c1ccccc1 (centres undefined) | 18 | -15 | 10 | -4 | 94 | 7 | 4 | -1 | 0.2 | -2
CC1=NN(c2ccc(C)cc2C)C(=O)C1C(c1ccccc1O)C1C(=O)N(c2ccc(C)cc2C)N=C1C (centres undefined) | -14 | -4 | -2 | 1 | 95 | 2 | -33 | -2 | -2.8 | 1
Cc1occc1C(=O)N/N=C/C=C/c1ccc(N(C)C)cc1 | -2 | . | -5 | 3 | 114 | -9 | -2 | -8 | -0.6 | -2
CN(CC(=O)NCCc1ccc(Cl)cc1)S(=O)(=O)c1ccc2c(c1)c(=O)n(C)c(=O)n2C | -10 | -7 | 2 | 0 | 96 | 14 | 0 | -1 | -0.2 | 10
COc1cc(C=O)ccc1OCc1c(C)noc1C | -3 | -4 | 0 | 1 | 97 | 11 | -3 | 8 | -1.7 | -7
CCCS(=O)(=O)N1CCN(C(=O)c2ccco2)CC1 | -1 | -5 | 0 | 4 | 94 | 7 | -2 | 0 | -0.7 | 4
COc1cccc(NC(=O)c2nc(SC)ncc2Cl)c1 | -2 | -3 | -4 | 0 | 88 | -2 | -2 | -7 | -1.6 | 2
Cc1cccc(CNC(=O)C2CCC(=O)N(C3CCCCCC3)C2)c1 (centres undefined) | 10 | -3 | -1 | 3 | 96 | 6 | 5 | 1 | -2.0 | -2
Cc1c(C(=O)OCc2ccc(F)cc2)sc2nc3n(c(=O)c12)CCC3 | -12 | -1 | 0 | 2 | 101 | -1 | -2 | 0 | 1.3 | -5
CCn1c(-c2cc(-c3ccccc3OC)nc3ccccc23)n[nH]c1=S | 0 | -18 | -5 | -1 | 101 | 20 | 1 | 2 | -2.3 | 5

Entries shown so far that have an aryl methoxy group, in the order listed:
SMILES | PDI turbidity | CaV13 FRET inh | HTR2A ag | Glyco luc inh | ABCB6 inh MLPCN | MC4R antag cAMP | ABHD5 PLIN5 PPI | Granule exo inh | MC4R ag barr | H9c2 protect
COc1cccc(CN2CCN(Cc3nc(-c4cccc(F)c4F)oc3C)CC2=O)c1 | 14 | 6 | 1 | 2 | 91 | 5 | 6 | 0 | -1.4 | 0
COc1ccc(/C=C/C(=O)N(CC(C)C)C2CCS(=O)(=O)C2)cc1 (centres undefined) | -2 | -6 | 3 | -1 | 95 | 8 | -4 | -5 | -1.6 | 11
COc1cc2c(cc1OC)C(C(=O)Nc1ccc3c(c1)OCCO3)C(c1cccnc1)N(C)C2=O (centres undefined) | 1 | . | -1 | 1 | 98 | -1 | -4 | -1 | -0.4 | 11
COc1c(O)cc2oc(-c3ccc(O)cc3)cc(=O)c2c1O | -10 | -11 | -12 | -12 | 96 | -20 | -4 | 8 | -0.9 | -7
COc1ccc(C)cc1-n1nnnc1SCC1CCCO1 (centres undefined) | 1 | . | 1 | 1 | 99 | 7 | -5 | -5 | 0.4 | 4
COc1ccc(CCC(=O)OCC(=O)NCc2ccccc2)cc1 | -4 | -4 | 6 | 1 | 102 | 0 | -6 | -3 | -1.1 | 0
COc1ccc(N=c2ssnc2Cl)cc1 | 4 | . | -1 | 2 | 106 | 16 | 0 | 2 | 0.2 | 1
CCn1c(=S)sc2c(=O)n(CC(=O)Nc3ccc(OC)c(Cl)c3)c(C)nc21 | -14 | -5 | -1 | 3 | 96 | -2 | 5 | -6 | 1.9 | -4
COc1cc(C=O)ccc1OCc1c(C)noc1C | -3 | -4 | 0 | 1 | 97 | 11 | -3 | 8 | -1.7 | -7
COc1cccc(NC(=O)c2nc(SC)ncc2Cl)c1 | -2 | -3 | -4 | 0 | 88 | -2 | -2 | -7 | -1.6 | 2
CCn1c(-c2cc(-c3ccccc3OC)nc3ccccc23)n[nH]c1=S | 0 | -18 | -5 | -1 | 101 | 20 | 1 | 2 | -2.3 | 5

Quoted from the listing.
CC(=O)c1c(C)nn(CC(O)COc2ccc3ccccc3c2)c1C (centres undefined) – HTR2A ag: -4
COc1cc(C=O)ccc1OCc1c(C)noc1C – Granule exo inh: 8

Screening data as filed in PubChem.
